LMPTP block: LMPTP phosphatase inhibitors, primary screen, biochemical, fluorescence intensity, uHTS. Low molecular weight phosphotyrosine protein phosphatase (Homo sapiens), P24666. recombinant LMPTP-A, OMFP fluorogenic substrate. inhibition, % at 20 µM. hit rate 0.22% among 360,000. AID 651560, 2012;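 active means compounds that cut the enzyme signal by at least half of the control window in the single-dose screen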;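 further: plate controls were DMSO wells with enzyme plus substrate for no effect and substrate without enzyme for full effect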
Target sequence (P24666 whole entry, looked up): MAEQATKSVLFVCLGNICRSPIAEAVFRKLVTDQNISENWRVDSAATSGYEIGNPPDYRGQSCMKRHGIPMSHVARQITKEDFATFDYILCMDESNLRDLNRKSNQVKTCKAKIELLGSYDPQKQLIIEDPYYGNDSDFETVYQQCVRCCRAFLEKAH
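Assay system: LMPTP-A, protein tyrosine phosphatase of low molecular weight / Medium: pH 6.0 Bis-Tris buffer with DTT and Triton X-100 / Schedule: 50 min enzyme reaction at room temperature, protected from light / Measured by: endpoint fluorescence intensity from OMFP dephosphorylation / Read-out basis: % inhibition relative to no-enzyme and uninhibited control wells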
NadD block: inhibitors of S. aureus NadD, primary screen, biochemical, colorimetric, uHTS | Nicotinate-nucleotide adenylyltransferase NadD (Staphylococcus aureus N315) | purified NadD enzyme, colorimetric absorbance read-out | inhibition, % at 20 µM | hit rate 0.78% among 360,000 | AID 602399, 2012; in the data active means inhibition above about 26%; further: some compounds past the cut are filed as inactive
NRP1-CendR mod: modulators of CendR peptide binding to NRP-1, primary screen, biochemical, fluorescence polarization, uHTS. Neuropilin-1 (Homo sapiens), O14786. hit rate 0.85% among 360,000. inhibition, % at 25 µM. FAM-RPARPAR peptide binding to NRP-1. AID 602438, 2012;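 active means inhibition or corrected inhibition above about 18%, plus a signal ratio from 0.5 to 1.5, limit read from the data, passing the limit was not always enough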; further: strong numbers were not always called active
STEP block: STEP phosphatase inhibitors, primary screen, biochemical, fluorescence intensity, uHTS | recombinant STEP, OMFP fluorogenic substrate | Tyrosine-protein phosphatase non-receptor type 5 (Homo sapiens), P54829 | hit rate 0.25% among 360,000 | inhibition, % at 20 µM;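 active means inhibition at 20 µM, scaled per plate between control wells, above about 37%, limit read from the data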;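 further: 0% = DMSO with enzyme and substrate and 100% = substrate only without enzyme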
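Test system: STEP tyrosine phosphatase / Reagent: OMFP at 25 µM / Doses: 20 µM, 1% DMSO / Read-out: percent inhibition scaled to no-enzyme and uninhibited-enzyme controls, plate-pattern corrected / Detection: FITC-channel fluorescence of OMFP product / Medium: Bis-Tris buffer pH 6.0, 2.5 mM DTT, 0.005% Tween 20 / Schedule: 20 min at room temperature, dark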
SUMO1-SIM PPI: modulators of SUMO1 protein-protein interactions, primary screen, biochemical, uHTS | SUMO1 binding to a labelled peptide, TR-FRET, 1 h | inhibition, % at 20 µM | hit rate 0.33% among 360,000; in the data active means inhibition above about 37%
Target sequence (P63165 whole entry, looked up): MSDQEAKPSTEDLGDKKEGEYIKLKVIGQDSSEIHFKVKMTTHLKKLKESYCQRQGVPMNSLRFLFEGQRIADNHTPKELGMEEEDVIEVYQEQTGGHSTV
Rpn11 inh: Rpn11 (PSMD14) deubiquitinase inhibitors, primary screen, biochemical, fluorescence polarization, uHTS | human 26S proteasome, Ub4-pepOG fluorescence polarization; 20S core pre-blocked with epoxomicin | calls only at 20 µM | hit rate 0.59% among 360,000 | AID 588493, 2011 | 26S proteasome non-ATPase regulatory subunit 14 (Homo sapiens), O00487;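 active means inhibition at 20 µM, scaled to each plate's controls, above about 33%, limit read from the data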
Target sequence (O00487 whole entry, looked up): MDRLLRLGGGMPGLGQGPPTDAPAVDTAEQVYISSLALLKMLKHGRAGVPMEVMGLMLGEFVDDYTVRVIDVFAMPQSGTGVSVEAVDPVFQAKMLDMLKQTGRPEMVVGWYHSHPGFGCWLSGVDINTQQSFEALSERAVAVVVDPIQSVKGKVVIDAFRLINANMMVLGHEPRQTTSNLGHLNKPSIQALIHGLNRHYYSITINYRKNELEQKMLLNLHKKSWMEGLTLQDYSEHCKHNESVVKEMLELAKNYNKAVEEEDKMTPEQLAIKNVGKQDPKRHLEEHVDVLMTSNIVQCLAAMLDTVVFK
SKN-1 inh: suppressors of acrylamide-induced Pgst-4::GFP reporter in worms, primary screen, SKN-1 inhibitor project, whole organism, uHTS, GFP/RFP fluorescence ratio, strain VP596; C. elegans VP596 Pgst-4::GFP/RFP ratio, 24 h; inhibition, % at 21.8 µM; hit rate 0.49% among 360,000; AID 624304, 2012;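 active means interference check ratio from 0.5 to 1.5 plus GFP to RFP signal ratio inhibition reaching or exceeding a fixed threshold, cut at about 30% in these data, passing the limit was not always enough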; further: some compounds called inactive have numbers as strong as hits
DNMT1 block: human DNMT1 methyltransferase inhibitors, primary screen, biochemical, molecular beacon, fluorescence, HinP1I cleavage, uHTS. DNA (cytosine-5)-methyltransferase 1 (Homo sapiens), P26358. inhibition (reported as % activation of signal), % at 10 µM. hit rate 0.83% among 360,000; in the data active means inhibition above about 50%
Scp-1 inhibitor: Scp-1 phosphatase inhibitors, primary screen, biochemical, colorimetric, uHTS. Carboxy-terminal domain RNA polymerase II polypeptide A small phosphatase 1 (Homo …. Recombinant Scp1, phosphopeptide, malachite green phosphate absorbance. inhibition, % at 20 µM. hit rate 0.88% among 340,000. AID 493091, 2011;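 active means inhibition above about 50% at 20 µM, limit read from the data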;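 further: plate controls were DMSO wells with enzyme for no effect and wells lacking enzyme for full effect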
Target sequence (Q9GZU7 76-261 limits assumed): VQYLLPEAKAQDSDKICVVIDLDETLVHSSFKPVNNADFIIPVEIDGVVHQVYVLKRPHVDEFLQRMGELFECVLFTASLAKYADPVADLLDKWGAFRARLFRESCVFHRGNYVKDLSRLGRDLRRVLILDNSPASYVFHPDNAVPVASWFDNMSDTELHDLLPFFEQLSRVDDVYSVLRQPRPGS
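System: SCP-1 catalytic domain; Reagent: Phospho 17-mer peptide substrate; Doses: one concentration, 20 µM, with 1.0% DMSO; Incubation: 45 min room-temperature reaction, 5 min colour, 30 min stabiliser; Signal: Phosphate-binding colour reagent, absorbance read at 630 nm.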
MT1-MMP act inh: blockers of MT1-MMP proenzyme processing, primary screen, HT1080 RFP-PRO-GFP cells, GFP/RFP fluorescence. GFP/RFP ratio change, % at 20 µM. GFP/RFP ratio fluorescence, overnight; percent of plate control window, DMSO zero. Matrix metalloproteinase-14 (Homo sapiens), P50281. hit rate 0.061% among 360,000;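 active means GFP/RFP ratio change of at least 30% with cell ATP level not reduced by more than half and red fluorescence within 50% of control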; further: strong numbers were not always called active
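Test system: HT1080 cells expressing an RFP-PRO-GFP fluorescent reporter construct / Compound dosing: single-point 20 µM compound, 1% DMSO / Schedule: cells overnight before dosing, compound overnight, 37 °C, 5% CO2 / Evaluation: GFP/RFP fluorescence ratio / Control set: DMSO and RFP-L50D-GFP cell wells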
An asterisk follows results filed as active.

`COc1ccc(N(CC(=O)Nc2ccccc2C(F)(F)F)C2=NC3CS(=O)(=O)CC3S2)cc1` (stereo not given) gave LMPTP block -1.6, NadD block -3, NRP1-CendR mod 8, STEP block 4, SUMO1-SIM PPI 1, Rpn11 inh inactive, SKN-1 inh -10, DNMT1 block 4, Scp-1 inhibitor -14 and MT1-MMP act inh 0.
`O=C(NCc1nc2ccccc2[nH]1)C1=C[C@@H](C2CC2)C[C@@H](OCc2ccc(CO)cc2)O1` gave LMPTP block -2.8, NadD block -1, NRP1-CendR mod 3, STEP block -2, SUMO1-SIM PPI 2, Rpn11 inh inactive, SKN-1 inh 14, DNMT1 block 4, Scp-1 inhibitor 1 and MT1-MMP act inh 1.
CCc1cccc(OCCCn2ccnc2)c1 was read as LMPTP block -0.1, NadD block -8, NRP1-CendR mod 5, STEP block -2, SUMO1-SIM PPI -4, Rpn11 inh inactive, SKN-1 inh 13, DNMT1 block 6, Scp-1 inhibitor 0 and MT1-MMP act inh 0.
For Cn1c2c(c(=O)n(C)c1=O)C(C(F)(F)F)(C(F)(F)F)N=C(CCC1CCCCC1)N2 the results were LMPTP block 0.0, NadD block -5, NRP1-CendR mod -14, STEP block 2, SUMO1-SIM PPI 0, Rpn11 inh inactive, SKN-1 inh 11, DNMT1 block 2, Scp-1 inhibitor -6 and MT1-MMP act inh -16.
`CC(=O)N(CCC1(C(C)C)CCOC(C)(C)C1)Cc1ccco1` (stereo not given) gave LMPTP block -4.8, NadD block 4, NRP1-CendR mod -1, STEP block -2, SUMO1-SIM PPI 3, Rpn11 inh inactive, SKN-1 inh -5, DNMT1 block -8, Scp-1 inhibitor -2 and MT1-MMP act inh 3.
`CCCCN(CC(=O)NC(C)(C)C)C(=O)C(=O)Nc1ccc2c(c1)OCCO2` gave LMPTP block -0.9, NadD block -4, NRP1-CendR mod -3, STEP block -1, SUMO1-SIM PPI -4, Rpn11 inh inactive, SKN-1 inh -4, DNMT1 block 1, Scp-1 inhibitor -9 and MT1-MMP act inh -1.
For CCn1cc(S(=O)(=O)Nc2ccc3c(c2)OCCO3)cn1 the results were LMPTP block -0.9, NadD block 0, NRP1-CendR mod 5, STEP block 3, SUMO1-SIM PPI 2, Rpn11 inh inactive, SKN-1 inh -3, DNMT1 block -2, Scp-1 inhibitor -1 and MT1-MMP act inh 0.
NC(=O)c1ccccc1OC1CCC1 was read as LMPTP block -0.3, NadD block -1, NRP1-CendR mod -5, STEP block -1, SUMO1-SIM PPI 0, Rpn11 inh inactive, SKN-1 inh 18, DNMT1 block 0, Scp-1 inhibitor -3 and MT1-MMP act inh 1.
`Cc1ccc(S(=O)(=O)NCCC(=O)N2CCC(C(N)=O)CC2)cc1C` gave LMPTP block -8.9, NadD block 5, NRP1-CendR mod 12, STEP block -1, SUMO1-SIM PPI -49, Rpn11 inh inactive, SKN-1 inh -15, DNMT1 block -6, Scp-1 inhibitor -1 and MT1-MMP act inh -3.
`Cc1ccc(C(=O)CCC(=O)Nc2cc(C)ccn2)cc1` gave LMPTP block -6.2, NadD block 7, NRP1-CendR mod -10, STEP block -2, SUMO1-SIM PPI -2, Rpn11 inh inactive, SKN-1 inh 11, DNMT1 block 2, Scp-1 inhibitor -5 and MT1-MMP act inh -5.
O=C(CSc1cccc[n+]1[O-])Nc1ccc([N+](=O)[O-])cc1Cl was read as LMPTP block -2.5, NadD block -1, NRP1-CendR mod -6, STEP block -1, SUMO1-SIM PPI -34, Rpn11 inh inactive, SKN-1 inh -3, DNMT1 block 0, Scp-1 inhibitor -6 and MT1-MMP act inh 2.
Screening CCOC(=O)C(=CNc1ccc(N2CCCCC2)c(S(=O)(=O)Nc2ccccc2OC)c1)C(=O)OCC returned LMPTP block 6.3, NadD block 19, NRP1-CendR mod 36*, STEP block 8, SUMO1-SIM PPI 4, Rpn11 inh inactive, SKN-1 inh 7, DNMT1 block -5, Scp-1 inhibitor -2 and MT1-MMP act inh -4.
`Cc1cccc(C)c1NC(=O)CCCSc1nc2ccccc2s1` gave LMPTP block 1.1, NadD block 4, NRP1-CendR mod 3, STEP block 1, SUMO1-SIM PPI 2, Rpn11 inh inactive, SKN-1 inh 16, DNMT1 block -1, Scp-1 inhibitor 0 and MT1-MMP act inh -9.
For CC[C@@]1(C(=O)OC)N[C@H](CN(C)C(=O)Nc2ccc(C)cc2)[C@@H]2C(=O)N(Cc3ccccc3)C(=O)[C@@H]21 the results were LMPTP block -0.4, NadD block -3, NRP1-CendR mod 3, STEP block 1, SUMO1-SIM PPI 8, Rpn11 inh inactive, SKN-1 inh 7, DNMT1 block 1, Scp-1 inhibitor 0 and MT1-MMP act inh 3.
O=S(=O)(c1ccc(Cl)nc1)N1CCCCC1 was read as LMPTP block -1.3, NadD block 3, NRP1-CendR mod 20, STEP block 1, SUMO1-SIM PPI -3, Rpn11 inh inactive, SKN-1 inh 6, DNMT1 block 0, Scp-1 inhibitor -3 and MT1-MMP act inh 5.
COc1ccc(C(=O)NCC(=O)Nc2ccc(-c3ccccc3)cc2)cc1 was read as LMPTP block 23, NadD block -3, NRP1-CendR mod -3, STEP block 12, SUMO1-SIM PPI 4, Rpn11 inh inactive, SKN-1 inh 1, DNMT1 block 53*, Scp-1 inhibitor 95* and MT1-MMP act inh 3.
Cc1ccc(OCCCC(=O)NC(C)c2ccccc2)cc1 (stereo not given) was read as LMPTP block 1.7, NadD block -5, NRP1-CendR mod 2, STEP block 3, SUMO1-SIM PPI 6, Rpn11 inh inactive, SKN-1 inh -9, DNMT1 block -2, Scp-1 inhibitor -10 and MT1-MMP act inh -4.
Screening Cc1cnn(-c2cc(Oc3ccccc3)ncn2)c1 returned LMPTP block -1.7, NadD block -1, NRP1-CendR mod 0, STEP block -2, SUMO1-SIM PPI -4, Rpn11 inh inactive, SKN-1 inh 8, DNMT1 block -2, Scp-1 inhibitor 3 and MT1-MMP act inh 4.
For CCCCNC(=O)C(C#N)c1nc2ccccc2nc1N1CCN(Cc2ccc3c(c2)OCO3)CC1 (stereo not given) the results were LMPTP block -0.6, NadD block 6, NRP1-CendR mod 46, STEP block 1, SUMO1-SIM PPI 3, Rpn11 inh inactive, SKN-1 inh -19, DNMT1 block -4, Scp-1 inhibitor -1 and MT1-MMP act inh -4.
`CCC(C)C(=O)N1CCCC(c2nc(-c3cccs3)no2)C1` (stereo not given) gave LMPTP block 0.3, NadD block 2, NRP1-CendR mod 14, STEP block 4, SUMO1-SIM PPI -2, Rpn11 inh inactive, SKN-1 inh -3, DNMT1 block 0, Scp-1 inhibitor -6 and MT1-MMP act inh 0.
Screening O=C(c1ccco1)N1CCN(CC(=O)N(C2CCCCC2)C2CCS(=O)(=O)C2)CC1 (stereo not given) returned LMPTP block -0.1, NadD block 5, NRP1-CendR mod 7, STEP block -4, SUMO1-SIM PPI 0, Rpn11 inh inactive, SKN-1 inh 14, DNMT1 block -4, Scp-1 inhibitor 48 and MT1-MMP act inh -1.
For COc1ccc(C2(NC(C)=O)CCN(C(=O)c3cccs3)CC2)cc1 the results were LMPTP block -0.4, NadD block 0, NRP1-CendR mod 2, STEP block -2, SUMO1-SIM PPI 3, Rpn11 inh inactive, SKN-1 inh 1, DNMT1 block 0, Scp-1 inhibitor -3 and MT1-MMP act inh 0.
Screening Cc1ccc(Cc2nc(-c3ccncc3)no2)cc1 returned LMPTP block 0.2, NadD block 4, NRP1-CendR mod 1, STEP block 1, SUMO1-SIM PPI 1, Rpn11 inh inactive, SKN-1 inh 19, DNMT1 block 4, Scp-1 inhibitor -1 and MT1-MMP act inh 1.
`CCOC(=O)C1=C(CC)Nc2ccccc2N=C1NC(=O)c1ccc(S(=O)(=O)N(C)C)cc1` gave LMPTP block -0.8, NadD block -1, NRP1-CendR mod 2, STEP block -2, SUMO1-SIM PPI 0, Rpn11 inh inactive, SKN-1 inh 0, DNMT1 block -1, Scp-1 inhibitor 0 and MT1-MMP act inh -4.
`CC1(C(=O)NS(=O)(=O)C2CC2)CCCN(C(=O)c2ccc(F)cc2Cl)C1` (stereo not given) gave LMPTP block -1.3, NadD block 1, NRP1-CendR mod 4, STEP block 1, SUMO1-SIM PPI 1, Rpn11 inh inactive, SKN-1 inh 15, DNMT1 block 1 and MT1-MMP act inh 0.
O=C(CCc1nc2ccccc2s1)N1CCN(c2ccccc2)CC1 was read as LMPTP block 0.3, NadD block 1, NRP1-CendR mod 9, STEP block 0, SUMO1-SIM PPI -1, Rpn11 inh inactive, SKN-1 inh 6, DNMT1 block -3, Scp-1 inhibitor -6 and MT1-MMP act inh -3.
`CCCn1c2c(c(O)c(C(=O)NCc3ccccc3)c1=O)CCCC2` gave LMPTP block 1.8, NadD block 1, NRP1-CendR mod -6, STEP block 2, SUMO1-SIM PPI 2, Rpn11 inh inactive, SKN-1 inh -12, DNMT1 block -3, Scp-1 inhibitor -9 and MT1-MMP act inh -2.
For CS(=O)(=O)N1CCC(C(=O)Nc2ccc(C(F)(F)F)cc2)CC1 the results were LMPTP block -0.2, NadD block -3, NRP1-CendR mod 13, STEP block 2, SUMO1-SIM PPI 0, Rpn11 inh inactive, SKN-1 inh -4, DNMT1 block 1, Scp-1 inhibitor -4 and MT1-MMP act inh 2.

As a short view, 2 of the compounds above:
`CCCn1c2c(c(O)c(C(=O)NCc3ccccc3)c1=O)CCCC2` gave LMPTP block 1.8, NadD block 1, NRP1-CendR mod -6, STEP block 2, SUMO1-SIM PPI 2, Rpn11 inh inactive, SKN-1 inh -12, DNMT1 block -3, Scp-1 inhibitor -9 and MT1-MMP act inh -2.
For CS(=O)(=O)N1CCC(C(=O)Nc2ccc(C(F)(F)F)cc2)CC1 the results were LMPTP block -0.2, NadD block -3, NRP1-CendR mod 13, STEP block 2, SUMO1-SIM PPI 0, Rpn11 inh inactive, SKN-1 inh -4, DNMT1 block 1, Scp-1 inhibitor -4 and MT1-MMP act inh 2.
